Screens from PubChem BioAssay.
Growth percent in the NCI-60 one-dose screen (48 h, 10 µM unless noted): 100 = growth as untreated, 0 = no growth, -100 = all killed.
IGROV1: IGROV1 ovarian cancer; 79,000 tested, 4.7% active; AID 1794786
NCI-H322M: NCI-H322M lung cancer; 80,000 tested, 2.7% active; AID 1794733
NCI/ADR-RES: NCI/ADR-RES ovarian cells. AID 1794790. 81,000 tested, 4.4% active
NCI-H522: NCI-H522 lung cancer | AID 1794739 | 78,000 tested, 8% active
NCI-H23: NCI-H23 lung cancer; 80,000 tested, 4% active
COLO 205: COLO 205 colon cancer; 79,000 tested, 7.3% active; AID 1794742
NCI-H460: NCI-H460 lung cancer; AID 1794736; 82,000 tested, 6.8% active
SK-OV-3: SK-OV-3 ovarian cancer cells; 80,000 tested, 3.2% active; AID 1794785
NCI-H226: NCI-H226 lung cancer. AID 1794732. 79,000 tested, 3.5% active
An asterisk follows results filed as active; x = not tested or not shown; & = joins results of further samples; ! = a repeat was not active. Rule for the calls: active = growth percent below 10; inactive = the rest.

Screens in order – IGROV1, NCI-H322M, NCI/ADR-RES, NCI-H522, NCI-H23, COLO 205, NCI-H460, SK-OV-3, NCI-H226
COc1ccc2[nH]cc(-c3nnc(N)nc3-c3cn(C)c4ccccc34)c2c1
  107, 102, 103, 87, 92, 109, 102, 105, 102
Cn1cc(-c2nnc(-c3ccccc3)o2)c2cc(Br)cnc21
  68, 96, 94, 93, 92, 111, 99, x, 79
CCCCC(O)c1ccccc1 (stereo not drawn)
  110, 101, 99, 108, 96, 105, 105, 95, 97
Cn1cc(-c2nnc(N)nc2-c2c[nH]c3ccc(F)cc23)c2ccccc21
  94, 103, 101, 87, 96, 113, 98, 113, 92
Brc1cnc2[nH]cc(-c3nnc(-c4ccccc4)s3)c2c1
  37, 78, 92, 84, 88, 104, 90, x, 86
COc1cc2c(Oc3ccc(NC(=O)C4(C(=O)Nc5ccc(F)cc5)CC4)cc3F)ccnc2cc1OCCCN1CCOCC1
  -35*, -1.8*, 9.6*, -57*, 10, -71*, -41*, -14*, 12
CC1=CCC2C(=O)OC(=O)C2C1 (stereo not drawn)
  93, 95, 108, 94, 102, 107, 113, 103, 95
Cn1c(O)c(N=NC(N)=S)c2ccccc21
  105&97, 111&91, 104&65, 122&85, 99&27, 119&115, 96&100, 117&113, 104&77
Cc1nc2ccccn2c(=O)c1CCN1CCC(C(=O)c2ccc(F)cc2)CC1
  103, 96, 82, 94, 89, 114, 101, 105, 81
Cn1cc(C(=O)c2nc(-c3cn(C)c4ccc(F)cc34)no2)c2cc(Br)ccc21
  88, 87, 107, 79, 100, 103, 98, 88, 86
Cn1cc(-c2nnc(-c3cn(C)c4ncccc34)o2)c2cc(F)ccc21
  58, 99, 92, 80, 87, 100, 98, x, 89
CN(C)C[C@@H]1CCn2cc(c3ccccc32)C2=C(C(=O)NC2=O)c2cn(c3ccccc23)CCO1
  -13*, 32, 6.8*, -23*, -16*, -54*, -71*, 6.1*, -13*
COc1ccc(C(=O)CC(=O)c2ccc(C(C)(C)C)cc2)cc1
  102, 101, 95, 100, 87, 105, 109, 112, 104
C[C@H](COc1ccccc1)N[C@H](C)[C@H](O)c1ccc(O)cc1
  109, 102, 96, 96, 105, 114, 100, 110, 119
COc1ccc2[nH]cc(-c3nnc(N)nc3-c3cn(C)c4ccc(OC)cc34)c2c1
  102, 101, 106, 93, 101, 111, 106, 105, 99

5 compounds picked at random from those above, as already listed:
Screens in order – IGROV1, NCI-H322M, NCI/ADR-RES, NCI-H522, NCI-H23, COLO 205, NCI-H460, SK-OV-3, NCI-H226
COc1ccc(C(=O)CC(=O)c2ccc(C(C)(C)C)cc2)cc1
  102, 101, 95, 100, 87, 105, 109, 112, 104
COc1ccc2[nH]cc(-c3nnc(N)nc3-c3cn(C)c4ccc(OC)cc34)c2c1
  102, 101, 106, 93, 101, 111, 106, 105, 99
Cn1c(O)c(N=NC(N)=S)c2ccccc21
  105&97, 111&91, 104&65, 122&85, 99&27, 119&115, 96&100, 117&113, 104&77
C[C@H](COc1ccccc1)N[C@H](C)[C@H](O)c1ccc(O)cc1
  109, 102, 96, 96, 105, 114, 100, 110, 119
Cn1cc(C(=O)c2nc(-c3cn(C)c4ccc(F)cc34)no2)c2cc(Br)ccc21
  88, 87, 107, 79, 100, 103, 98, 88, 86

Back to the main list with the 2 entries that preceded the break.
Screens in order – IGROV1, NCI-H322M, NCI/ADR-RES, NCI-H522, NCI-H23, COLO 205, NCI-H460, SK-OV-3, NCI-H226
C[C@H](COc1ccccc1)N[C@H](C)[C@H](O)c1ccc(O)cc1
  109, 102, 96, 96, 105, 114, 100, 110, 119
COc1ccc2[nH]cc(-c3nnc(N)nc3-c3cn(C)c4ccc(OC)cc34)c2c1
  102, 101, 106, 93, 101, 111, 106, 105, 99
CC(=O)c1ccc2c(c1)N(CCCN(C)C)c1ccccc1S2
  76&97, 100&87, 80&88, 80&106, 82&95, 94&51, 102&104, 105&71, 79&90
CC(C)C[C@@H](C(=O)N[C@H](C(=O)OC1CCCC1)c1ccccc1)[C@H](O)C(=O)NO
  73, 69, 101, 41, 56, 79, 92, 67, 70
OC1CCC(Nc2ncc3nc(Nc4c(F)cc(F)cc4F)n([C@H]4CCOC4)c3n2)CC1 (stereo partly drawn)
  53, 76, 95, 50, 99, 63, 100, 54, 100
CCn1c(C(=O)N(C2CC2)C2CC2)cc2c3c(ncn3C)c(Nc3cc(C)n(C)n3)nc21
  48, 60, 84, 69, 77, 81, 86, 64, 74
COc1ccc(/C=C/C(C)=N/OCC(N)=O)cc1
  105, 112, 111, 101, 108, 106, 106, 106, 103
CN(C)C/C=C/C(=O)Nc1cc2c(Nc3ccc(F)c(Cl)c3)ncnc2cc1O[C@H]1CCOC1
  -27*, -16*, 5.7*, -56*, -12*, -65*, 4.3*, -15*, -7.4*
CC12CCC(CC1)C(C)(C)O2
  103, 101, 108, 95, x, 110, 118, 104, 104
CC(=O)O[C@]1(C(C)=O)CCC2C3C=C(Cl)C4=CC(=O)[C@@H]5C[C@@H]5[C@]4(C)C3CC[C@@]21C (stereo partly drawn)
  95, 105, 89, 68, 92, 108, 96, 95, 70
C=CC1=C(C(=O)O)N2C(=O)[C@@H](NC(=O)/C(=N\O)c3csc(N)n3)[C@H]2SC1 (stereo in doubt)
  120, 109, 98, 106, 96, 103, 105, 107, 101
Cn1cc(C(=O)c2nc(-c3cn(C)c4ccccc34)no2)c2cc(Br)ccc21
  97, 82, 94, 86, 91, 102, 94, 90, 105
CC(=O)c1ccc(S(=O)(=O)NC(=O)NC2CCCCC2)cc1
  109, 113, 101, 104, 99, 110, 118, 109, 97
CN1CCOC(c2ccccc2)c2ccccc2C1 (stereo not drawn)
  100, 97, 103, 104, 100, 105, 107, 100, 104
Cn1cc(-c2nnc(-c3cn(C)c4ncc(Br)cc34)s2)c2cc(F)ccc21
  89, 95, 98, 96, 96, 108, 99, x, 97
CN(C)CCOC(C)(c1ccccc1)c1ccccn1 (stereo not drawn)
  105, 101, 106, 96, 105, 109, 114, 110, 102
CCOC(=O)c1ccc(N)cc1
  102&82, 85&96, 102&86, 97&90, 91&98, 107&99, 103&99, 100, 98&70
Cc1nc(N)sc1-c1ccnc(Nc2ccc(N3CCOCC3)cc2)n1
  12, 51, 61, 12, 43, 1.1*, 16, 8.9*, 36
COc1cc(C2NC(=S)NC(C)=C2C(=O)Nc2ccc(S(N)(=O)=O)cc2)cc(OC)c1OC (stereo not drawn)
  115, 106, 112, 96, 101, 117, 122, 102, 109
CCN(CC)CCNC(=O)c1cc(Cl)c(N)cc1OC
  103, 104, 97, 103, 97, 107, 102, 107, 106
CC(O)CN(C)C (stereo not drawn)
  104, 97, 102, 98, 100, 109, 106, 103, 97
CC(C(=O)O)c1ccc(C(=O)c2cccs2)cc1 (stereo not drawn)
  81&114, 97&101, 64&95, 89&105, 52&99, 96&103, 105&108, 107&100, 100&105
Nc1nnnn1-c1ccccc1
  x, 110, 112, 97, 110, 116, 115, 111, 102
OCCN1CCN(CCCN2c3ccccc3Sc3ccc(Cl)cc32)CC1
  58&48, 77&64, 76&61, 58&41, 80&66, -70*!, 85&64, 87&70, 110&96

Not all compounds are listed; count on the stated rates, not on these rows.
